HP1b binding inh: HP1-beta chromodomain-methylated histone interaction inhibition | AlphaScreen HP1-beta / biotin-H3K9me3 peptide binding | Potency, µM (doses to about 114 µM), inactives show at the highest dose activity change, negative = inhibition, usual class: inhibitors | P83916 | 0.56% of 390,000 active; further: potency means the concentration at half of the fitted maximal effect; nearly all actives have a fitted effect of over 70% in size; inactives centre near 23
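Compound inhibition of the preformed complex between 50 nM HP1-beta and 50 nM biotinylated H3K9me3 peptide was read by AlphaScreen. Buffer was PBS pH 7.4 with 0.01% Tween-20. Incubations ran 30 min at room temperature, with 10 ug/mL donor/acceptor beads.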
PI4K2A inh: blocks human PI4K2A kinase activity; Q9BTU6; purified PI4K2A, ADP-Glo luminescence, 1 h; stronger effect = lower value; activity change, negative = inhibition, % at 76.9 µM; 0.13% of 420,000 active; AID 1346378; in the data active means activity change below about -50%; inconclusive means mostly about -30% to -49%;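 further: -100% = wells without enzyme as full effect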
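In this quantitative HTS, ADP production by PI4K2A was quantified luminescently after 1 h at ambient temperature; 100 microM adenosine served as plate-quality control.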
GLS inhibitor: blocks human kidney-isoform glutaminase activity | O94925 | GLS enzymatic activity, qHTS titration | Potency, µM (series often up to 45.5 µM), inactives show top-dose activity change, negative = inhibition, usual class: inhibitors | 0.21% of 410,000 active; further: potency means the concentration at half of the fitted maximal effect; on the % scale 0 is the no-effect control and ±100 the full control effect
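hKGA in 45 mM KH2PO4 (pH 8.2), 0.02% Tween-20 with compound, then 1mM L-Glutamine (stock as added) plus glutamate oxidase/HRP/Amplex red coupling mix. Fluorescence read initially and after 30 min at RT; signal change reflects glutamate formation.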
ERG Ets-DNA blk: blocks human ERG Ets domain binding to DNA | P11308 | fluorescence polarization, His-ERG Ets domain / labelled DNA | Potency, µM (series often up to 76.9 µM), for the others: at the top dose FP activity, negative = inhibition, actives largely listed as inhibitors | 0.028% of 370,000 active; active means well fitted inhibition curve with a large enough effect in the polarisation, with a control signal flat; inconclusive means small, poorly fitted or top-dose-only effect, or effect the other way, or a change in a side signal; inactive means no such curve, though single readings can be large or run the other way; the % refers to the polarisation;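 further: polarization taken with two DNA probes labelled with fluorescein and Texas red; potency means the concentration at half of the fitted maximal effect; % of control where 0% means no effect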
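His-tagged ERG Ets domain (1 uM in the protein solution; 300mM KCl, 50mM Tris-HCl, 1mM EDTA, 1mM DTT, pH 7.5) received compound, then a probe mix of 5 nM fluorescein-DNA and 100nM Texas-615-DNA. Fluorescence polarization was read for both dyes.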
12-LOX inh: blocks human arachidonate 12S-lipoxygenase. purified 12hLO, xylenol orange hydroperoxide absorbance. 1.1% of 580,000 active. Potency, µM (highest dose often 108 µM), for the others: at the top dose activity change, negative = inhibition, usual class: inhibitors. P18054; further: potency means the concentration at half of the fitted maximal effect; on the % scale 0 is the no-effect control and ±100 the full control effect
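Hydroperoxide product was detected by ferrous iron/xylenol orange as the 573 to 405 nm absorbance ratio. Arachidonic acid at 40 uM (final) was turned over for 30 min at room temperature by 150 nM human 12hLO, pH 7.0 Hepes buffer, after 15 min compound preincubation.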
G9a inh: inhibitors of human histone lysine methyltransferase G9a; Q96KQ7; G9a H3K9 monomethylation, AlphaScreen, 2 h; Potency, µM (titrated, usually from 102 µM), for the others: top-dose activity, negative = inhibition, actives largely listed as inhibitors; 8.8% of 350,000 active; AID 504332; further: potency means the concentration at half of the fitted maximal effect; on the % scale 0 is the no-effect control and ±100 the full control effect; nearly all actives have a fitted effect of over 75% in size
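Chemiluminescent proximity detection of H3K9 monomethylation, read after 10 min bead incubation in the dark. Reaction: 20 nM G9a, 500 nM biotin-H3K9 peptide, 20 uM SAM cofactor, 2 h, room temperature, following 15 min enzyme-compound preincubation.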
BAZ2B inh: BAZ2B (human) inhibition | AlphaScreen BAZ2B-H3K14Ac peptide displacement | Q9UIF8 | Potency, µM (top dose mostly 114 µM), without a hit: at the highest dose activity change, negative = inhibition, actives largely listed as inhibitors | AID 504333 | 4.4% of 360,000 active; further: potency means the concentration at half of the fitted maximal effect; on the % scale 0 is the no-effect control and ±100 the full control effect; nearly all actives have a fitted effect of over 60% in size
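Protein-peptide AlphaScreen: BAZ2B 50 nM, b-H3K14Ac 50 nM, 1x PBS pH 7.4 + 0.01% Tween-20. Preincubation 30 min RT; cpd 30 min RT (top 110 uM); beads 20 min RT, light-protected.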
JMJD2A Tudor inh: JMJD2A Tudor domain (human) inhibition; O75164; AlphaScreen JMJD2A-Tudor / H3K4me3 peptide binding; Potency, µM (top dose mostly 114 µM), inactives show top-dose activity change, negative = inhibition, hits mostly inhibitors; 4.4% of 390,000 active; further: potency means the concentration at half of the fitted maximal effect; on the % scale 0 is the no-effect control and ±100 the full control effect; nearly all actives have a fitted effect of over 50% in size
Target sequence (O75164 whole entry, looked up, the tested form may be a part): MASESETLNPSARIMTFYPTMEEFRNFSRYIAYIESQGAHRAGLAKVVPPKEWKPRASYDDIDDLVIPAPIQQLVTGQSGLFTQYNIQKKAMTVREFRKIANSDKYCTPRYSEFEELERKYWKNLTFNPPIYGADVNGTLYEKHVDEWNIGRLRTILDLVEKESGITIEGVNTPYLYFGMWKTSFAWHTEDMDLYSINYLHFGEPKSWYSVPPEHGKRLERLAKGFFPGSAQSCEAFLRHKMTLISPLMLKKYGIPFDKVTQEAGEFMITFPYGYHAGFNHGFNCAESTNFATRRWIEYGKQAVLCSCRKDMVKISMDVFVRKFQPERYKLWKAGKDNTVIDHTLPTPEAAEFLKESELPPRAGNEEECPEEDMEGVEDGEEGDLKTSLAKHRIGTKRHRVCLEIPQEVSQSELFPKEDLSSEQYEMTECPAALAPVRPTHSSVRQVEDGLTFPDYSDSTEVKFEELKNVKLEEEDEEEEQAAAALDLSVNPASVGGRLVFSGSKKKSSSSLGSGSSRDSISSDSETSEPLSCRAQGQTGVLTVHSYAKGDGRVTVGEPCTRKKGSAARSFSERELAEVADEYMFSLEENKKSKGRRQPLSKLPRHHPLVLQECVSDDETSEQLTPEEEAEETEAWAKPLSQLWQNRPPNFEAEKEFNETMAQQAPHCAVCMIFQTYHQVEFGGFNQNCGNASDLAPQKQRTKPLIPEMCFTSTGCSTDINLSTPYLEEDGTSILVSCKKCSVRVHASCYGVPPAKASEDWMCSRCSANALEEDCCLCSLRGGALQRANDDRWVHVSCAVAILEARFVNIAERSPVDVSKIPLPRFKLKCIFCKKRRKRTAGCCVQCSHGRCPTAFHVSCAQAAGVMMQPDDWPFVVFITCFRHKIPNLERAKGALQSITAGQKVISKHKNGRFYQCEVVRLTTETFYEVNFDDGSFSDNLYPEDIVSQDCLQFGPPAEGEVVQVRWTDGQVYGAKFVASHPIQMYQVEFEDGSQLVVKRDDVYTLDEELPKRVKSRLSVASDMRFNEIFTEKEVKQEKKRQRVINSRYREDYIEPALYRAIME
RGS4 inh: inhibitors of human regulator of G protein signaling 4; P49798; 0.039% of 390,000 active; Potency, µM (highest dose often 114 µM), for the others: at the top dose activity change, negative = inhibition, usual class: inhibitors; AID 504845; Transcreener GDP fluorescence polarization, RGS4-accelerated GTP hydrolysis; further: potency means the concentration at half of the fitted maximal effect; on the % scale 0 is the no-effect control and ±100 the full control effect; nearly all actives have a fitted effect of over 75% in size; some results filed as inactive show a strong effect at the top dose
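MLSMR compounds (23 nl, pin-transferred) preincubated 10 min at room temperature with a 500nM (2x) first reagent, then RGS4 at 900nM (2x) plus Transcreener GDP mix added; fluorescence polarization (620/688 nm) read before and after 90 min at 30 °C.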
Active calls of the source: *; u = inconclusive; x = not tested or not shown; & = joins results of further samples; ! = repeats disagree; [ ] = another dose, or the depositor's remark. Unless noted, the call rests on the fitted dose curve; in most records, active means well fitted curve in the direction sought with a large enough effect; inconclusive means small, poorly fitted or top-dose-only effect, or another doubt; inactive means no such curve, though single readings can be large; an effect the other way counts as inactive or inconclusive. An excerpt; rates above refer to the full screens.

SMILES	HP1b binding inh	PI4K2A inh	GLS inhibitor	ERG Ets-DNA blk	12-LOX inh	G9a inh	BAZ2B inh	JMJD2A Tudor inh	RGS4 inh
CC1=CC2OC3CC4OC(=O)C=CC=CC(=O)OCCC(C)C(O)C(=O)OCC2(CC1O)C4(C)C31CO1 (centres undefined)	34%	6	-1%	-18%	5%	x	x	-10%	-11%
COc1ccccc1NC(=O)c1oc2ccccc2c1NC(=O)COc1cccc(C)c1	43%[activator]	0	-4%	4%	-14%	1%[59 µM]	-3%	-14%	-9%
COc1ccc2[nH]c(C)c(CCNCc3cn(C)c4ccccc34)c2c1	-60%	1	22%	3%	5.6µM*	7.1µM*	18µM*	3.2µM*	-1%
Cc1ccc(CN(Cc2ccccc2)C(=S)NCC(=O)N2CCC3(CC2)OCCO3)o1	-13%	3	-3%	-13%	5%	50µM*	u	-35%	-6%
CCCCC1(CCO)C(=O)NC(=S)NC1=O	2%	5	-19%	6%	0%	x	x	-12%	15%
N#Cc1ccc(N2CCNCC2)c(F)c1	34%	5	7%	1%	4%	18%[59 µM]	-3%	-4%	23%
Cc1cc(=O)n(-c2ccccc2)n1-c1ccccc1	14%	-9	4%	x	-21%	14%[59 µM]	10%	-18%	-18%
COC(=O)C1=C(c2c(C)noc2C)C[C@@H]2CC[C@H]1N2C(=O)NCC1CC1	28%	0	1%	0%	u	-15%[2.33 µM]	27%	-8%	-13%
COC(=O)C1=C(c2c(C)noc2C)C[C@@H]2CC[C@H]1N2C(=O)N1CCCC1	35%	6	-8%	-9%	2%	15%[2.33 µM]	4%	-3%	7%
CCOC(=O)CC(NC(=O)C(Cc1ccc(N(CCCl)CCCl)cc1)NC(C)=O)C(=O)OCC (centres undefined)	u	-3	0%	-1%	u	x	20µM*	13µM*	u
CC1CCN(C(=O)C(C)Cl)CC1 (centres undefined)	23%	-17	6%	0%	-3%	12%	1%	-18%	-9%
Cn1c(=O)cc(OCC(=O)N2CCN(Cc3ccc4c(c3)OCO4)CC2)c2ccccc21	14%	-3	-7%	-2%	0%	9%[12.7 µM]	-6%	-17%	-10%
N#Cc1c(/N=C/C2C(=O)NC(=S)NC2=O)sc2c1CCCC2	6%	-15	14%	23%	u	28µM*	u	-34%	u
O=C1NC(=O)N(c2ccccc2)C(=O)/C1=C\c1ccccc1[N+](=O)[O-]	12%	-10	-17%	-10%	u	28µM*	-8%	-9%	u
CCCCCn1c(=O)c(C(=O)Nc2ccccn2)c(O)c2ccccc21	51%[activator]	2	-9%	-14%	229%[activator]	x	10%	23%	1%
Cc1ccc(N(C)C(=O)Oc2cccc3cccnc23)cc1	44%[activator]	-2	8%	-8%	-25%	-2%[59 µM]	4%	-3%	-1%
O=C(Nc1ccccc1)N1Cc2ccccc2-n2nncc2C1	30%	0	13%	3%	0%	x	x	-17%	6%
CN1CCC(N(C)c2ccc(C(N)=O)cc2[N+](=O)[O-])CC1	25%	8	11%	-1%	-13%	9%	-6%	-7%	-31%
NCC(O)c1cc(O)c(O)cc1F (centres undefined)	u	-9&0	-3%	-12%	u	9.5µM*!	1%	10µM*	19µM*!
Cc1cc(OCC(=O)NCc2cccnc2)c2c3c(c(=O)oc2c1)CCCC3	22%	1	6%	2%	1%	4%	-23%	-16%	15%
COc1ccccc1N1CCN(Cc2ccc(F)cc2)CC1	27%	0	12%	-5%	-1%	-34%	-11%	-20%	-13%
CN1CCC(O)(c2ccccc2)C2CCCC21 (centres undefined)	23%	5	-1%	1%	0%	-4%[59 µM]	-5%	-9%	-10%
Cc1nc2ccccc2c(=O)n1-c1cccc([N+](=O)[O-])c1	30%	1	-13%	0%	28%	-8%[0.501 µM]	0%	-10%	1%
CCCNC(=O)N1CCC2(CC1)OCCO2	21%	-1	5%	4%	13%	5%	-5%	-1%	12%
COc1cc2c(c(OC)c1OC)-c1ccc(O)cc1[C@@H](NC(C)=O)CC2	32%	2	1%	-10%	-2%	8%[2.33 µM]	5%	-20%	7%
COc1cc(CC2(CCc3ccncc3)C(=O)N(C)C(=O)N(C)C2=O)cc(OC)c1OC	20%	-5	-8%	17%	0%	22µM*	-15%	-16%	-3%
CCN(CC)c1ccc(N=Cc2c(O)n(Cc3ccccc3)c(=O)[nH]c2=O)cc1	59%&18%[activator]	1&0	30%&17%	-7%&3%	0%&-8%	-25%	-7%&-2%	-13%&-27%	-53%&7%
CCCC1C(C#N)=C(N)Oc2c1c(=O)oc1ccccc21 (centres undefined)	24%	-5	17%	-2%	u	-10%[59 µM]	4%	3%	-17%
c1ccc(CCN2CCC(N3CCN(c4ccccc4)CC3)CC2)cc1	27%	5	29%	9%	-19%	13%[59 µM]	19%	-13%	-14%
CC(C)(C)N1CC(C(=O)c2ccccc2)C1c1ccccc1 (centres undefined)	15%	0	10%	6%	-20%	x	x	-5%	u
COc1cc(/C=C/C(=O)c2c(O)n(CCc3ccccc3)c(=O)[nH]c2=O)ccc1O	16%	-6	9%	-3%	-29%	45µM*	11%	-9%	-43%
CC(C)c1ccccc1OCC(=O)N1CCCN(C)CC1	31%	1	16%	1%	32%[activator]	41%	-2%	-11%	17%
O=C(NC(Cc1cnc[nH]1)C(=O)O)c1ccccc1 (centres undefined)	14%	-4	-2%	4%	-12%	u	-12%	-16%	15%
CNC(=O)O/N=C(\C)Cc1nnn(-c2cc(C)on2)n1	34%	-1	5%	-8%	26%	x	5%	-1%	-7%
CCN(CC)P(=O)(Oc1cccc(C)c1)N(CC)CC	-6%	-1	3%	-8%	-4%	-21%	-1%	3%[11.4 µM]	-18%[11.4 µM]
S=c1[nH]nc(C2CC2)n1Cc1ccccc1	-16%	3	2%	11%	u	6.3µM*	x	16µM*	-19%
CC(C)CCn1c(=O)c(C(=O)NCc2ccco2)c(O)c2ccccc21	55%[activator]	-1	1%	7%	0%	13%	1%	0%	-22%
Nc1ncnc2c1ncn2[C@@H]1O[C@H](COP(=O)(O)CP(=O)(O)OP(=O)(O)O)[C@@H](O)[C@H]1O	x	-16	x	x	u	13µM*!	x	x	u
Cc1cccc(C)c1OC(=O)Cc1ccccc1	85%[activator]	-6	-5%	-5%	-22%	69%[activator]	76%[activator]	54%[activator]	5%
COc1ccc(C(C)=O)cc1CC(C(=O)c1ccc(C)c(C)c1)N(C)C (centres undefined)	39%	4	10%	-9%	7%	-6%[59 µM]	-29%	-10%	-4%
COc1ccccc1NC(=O)c1cn(CCC#N)nc1-c1cccc(Cl)c1	38%[activator]	-2	-1%	-7%	-25%	2%	7%	6%	2%
CC(Cc1ccsc1)NCc1cn[nH]c1-c1ccc(F)cc1F (centres undefined)	32%	-1	2%	-1%	-2%	u	-11%	-11%	-8%
FC(F)(F)c1ccccc1CNCCc1c[nH]c2ccccc12	-13%	0	4%	5%	0%	22%[2.33 µM]	45µM*	18µM*	-41%
O=C(c1cc(-c2ccccc2)nc2ccccc12)N1CCC2(CC1)OCCO2	21%	-7	-7%	-1%	-22%	12%	-3%	-22%	-5%
Cc1cc(OCc2ccc([N+](=O)[O-])cc2)c2c3c(c(=O)oc2c1)CCCC3	41%[activator]	6	-7%	-1%	-13%	18%[12.7 µM]	-6%	-13%	-43%
O=c1c2ccccc2c(C=Nc2ccc(O)cc2)c(O)n1Cc1ccccc1	-8%	-3	u	13%	-29%	1%[59 µM]	u	-32%	20%
O=C1NC(=O)C(=Cc2ccc(-c3ccc(S(=O)(=O)N4CCOCC4)cc3)o2)C(=O)N1	45%[activator]	-9	-10%	1%	0%	7.1µM*	-5%	-22%	u
O=c1[nH]c(=O)n(-c2cccc3ccccc23)c(O)c1/C=N/N1CCCCC1c1cccnc1 (centres undefined)	15%	0	13%	17%	-8%	26%[59 µM]	7%	-12%	-19%
Fc1ccccc1CN1CCN(c2ccc(Cl)cc2)CC1	28%	7	-1%	9%	3%	19%[2.33 µM]	-1%	-7%	-9%
CC1CC(C)CN(C(=O)c2ccc(CNc3c(N4CCCC4)c(=O)c3=O)cc2)C1 (centres undefined)	47%[activator]	1	30%[activator]	-5%	19%	6%	-8%	-1%	-1%
CCOc1ccc(N2C(=O)CC(Sc3nc(C)cc(C)n3)C2=O)cc1 (centres undefined)	17%	0	10%	x	17%	u	2%	-9%	0%
CC(N)Cc1c[nH]c2ccc(O)cc12 (centres undefined)	39%[activator]	-1&3	61%[activator]	-5%	0%&-5%	7.9µM*	x	-17%	-10%
CC(C)(C)C(=O)C(Oc1ccc(Cl)cc1)n1cncn1 (centres undefined)	24%	2	-1%	1%	-1%	x	x	-1%	19%
Nc1c(Br)cc([N+](=O)[O-])cc1[N+](=O)[O-]	19%	0	2%	2%	-10%	12%[0.501 µM]	-8%	-28%	17%

Ordered by molar mass (rising): 3 of the compounds above.
SMILES	HP1b binding inh	PI4K2A inh	GLS inhibitor	ERG Ets-DNA blk	12-LOX inh	G9a inh	BAZ2B inh	JMJD2A Tudor inh	RGS4 inh
CC(N)Cc1c[nH]c2ccc(O)cc12 (centres undefined)	39%[activator]	-1&3	61%[activator]	-5%	0%&-5%	7.9µM*	x	-17%	-10%
Cc1cc(OCc2ccc([N+](=O)[O-])cc2)c2c3c(c(=O)oc2c1)CCCC3	41%[activator]	6	-7%	-1%	-13%	18%[12.7 µM]	-6%	-13%	-43%
O=C(c1cc(-c2ccccc2)nc2ccccc12)N1CCC2(CC1)OCCO2	21%	-7	-7%	-1%	-22%	12%	-3%	-22%	-5%
